Pf growth 48h = Primary qHTS for delayed death inhibitors of the malarial parasite plastid, 48 hour incubation; P. falciparum luciferase growth in erythrocytes, 48 h; Potency, µM (highest dose often 28.7 µM), for inactives: top-dose activity change, negative = inhibition, most hits filed as inhibitors; 310,000 compounds, 5.9% hits; AID 504832, 2011; further: potency means the concentration at half of the fitted maximal effect; on the % scale 0 is the no-effect control and ±100 the full control effect
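Compounds are pin-transferred into medium, infected erythrocytes (2% hematocrit, 0.1% parasitemia final) are added, and plates sit one parasite generation at 37 C in 5% CO2. Detection reagent is then added and luminescence measured.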
LmPK inh = qHTS Assay for Inhibitors of Leishmania Mexicana Pyruvate Kinase (LmPK). Q27686. purified LmPK, Kinase-Glo ATP luminescence, 1 h. Potency, µM (highest dose often 57.5 µM), without a hit: at the top dose activity change, negative = inhibition, hits mostly inhibitors. 290,000 compounds, 0.37% hits. AID 1721, 2009; further: potency means the concentration at half of the fitted maximal effect; on the % scale 0 is the no-effect control and ±100 the full control effect
Target sequence (Q27686 whole entry, looked up): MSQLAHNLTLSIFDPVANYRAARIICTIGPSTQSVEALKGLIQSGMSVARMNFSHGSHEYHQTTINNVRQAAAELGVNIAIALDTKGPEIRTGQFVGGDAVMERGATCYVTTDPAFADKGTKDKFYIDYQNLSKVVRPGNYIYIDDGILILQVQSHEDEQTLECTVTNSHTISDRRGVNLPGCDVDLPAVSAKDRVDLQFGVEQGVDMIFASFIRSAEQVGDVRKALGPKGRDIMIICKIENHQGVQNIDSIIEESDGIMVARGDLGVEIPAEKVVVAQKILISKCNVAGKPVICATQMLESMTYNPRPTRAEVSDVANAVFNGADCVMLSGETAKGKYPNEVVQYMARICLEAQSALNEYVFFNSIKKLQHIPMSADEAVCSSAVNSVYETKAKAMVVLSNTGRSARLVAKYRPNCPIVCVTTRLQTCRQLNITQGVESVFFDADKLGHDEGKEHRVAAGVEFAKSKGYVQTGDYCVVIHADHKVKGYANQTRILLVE
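Purified LmPK (0.1 nM) with 0.5 mM PEP and 0.1 mM ADP in imidazole buffer pH 7.2 with MgCl2/KCl, 1 h at room temperature. ATP formed was read by luciferase luminescence and normalized to no-enzyme and uninhibited controls.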
Shiga toxin inh = A qHTS for Small Molecule Inhibitors of Shiga Toxin; 290,000 compounds, 9.2% hits; inhibition, % at 38.7 µM; Vero cells, Shiga toxin protein synthesis inhibition reporter; in the data active means inhibition mostly above about 28%, no sharp cut-off; inactive means mostly below about 43%; further: 0% is about no effect
Cycloheximide cs = Cycloheximide Counterscreen for Small Molecule Inhibitors of Shiga Toxin | cell reporter, cycloheximide protein synthesis inhibition counterscreen | max response, % | 300,000 compounds, 12% hits | AID 2314, 2010; in the data active means max response mostly above about 13%, no sharp cut-off; inactive means mostly below about 14%; further: read at 38.3 µM for the half of the compounds with a filed dose; 0% is about no effect
AmpC inh no detg = qHTS Inhibitors of AmpC Beta-Lactamase (assay without detergent). AmpC nitrocefin hydrolysis, absorbance 480 nm, 0.0001% Triton. Potency, µM (top dose mostly 57.1 µM), for the others: top-dose activity change, negative = inhibition, hits mostly inhibitors. 330,000 compounds, 0.52% hits. AID 485341, 2010;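 further: potency means the concentration at half of the fitted maximal effect; plate controls were no compound for no effect and no enzyme for full effect; nearly all actives have a fitted effect of over 20% in size; some results filed as inactive show a strong effect at the top dose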
Target sequence (P00811 whole entry, looked up): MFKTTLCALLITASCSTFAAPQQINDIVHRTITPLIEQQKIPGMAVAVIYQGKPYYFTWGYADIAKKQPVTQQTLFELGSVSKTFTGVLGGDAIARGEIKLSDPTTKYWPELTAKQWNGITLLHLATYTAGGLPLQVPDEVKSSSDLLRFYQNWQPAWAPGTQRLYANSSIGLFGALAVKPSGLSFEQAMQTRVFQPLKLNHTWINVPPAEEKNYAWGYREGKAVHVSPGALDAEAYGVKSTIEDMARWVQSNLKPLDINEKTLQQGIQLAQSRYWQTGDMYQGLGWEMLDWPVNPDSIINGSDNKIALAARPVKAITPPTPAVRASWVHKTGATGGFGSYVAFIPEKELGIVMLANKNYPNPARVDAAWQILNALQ
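AmpC (5.3 nM in the dispensed reagent) in 20 mM phosphate pH 7.0 with 0.01% (detergent screen) or 0.0001% Triton X-100 was preincubated with compounds for 15 min at room temperature. Nitrocefin was then added from an 800 uM solution, and hydrolysis was followed at 480 nm.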
Pf growth 96h = Primary qHTS for delayed death inhibitors of the malarial parasite plastid, 96 hour incubation; P. falciparum luciferase reporter growth, 96 h; Potency, µM (doses to about 28.7 µM), without a hit: top-dose activity change, negative = inhibition, most hits filed as inhibitors; 320,000 compounds, 6.9% hits; further: potency means the concentration at half of the fitted maximal effect; on the % scale 0 is the no-effect control and ±100 the full control effect
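Cell-based qHTS: luciferase-tagged P. falciparum in erythrocytes (2% hematocrit, 0.05% parasitemia final) incubated with compounds for 96 hours, 37 C, 5% CO2; luciferase detection reagent then added and luminescence measured.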
Tb PYK inh = qHTS of Trypanosoma Brucei Inhibitors. pyruvate kinase (Trypanosoma brucei), Q57TT1. TbPYK enzyme, Kinase-Glo Plus ATP luminescence, 45 min. Potency, µM (highest dose often 76.8 µM), for the others: at the top dose activity, negative = inhibition, hits mostly inhibitors. 410,000 compounds, 0.12% hits; further: potency means the concentration at half of the fitted maximal effect; on the % scale 0 is the no-effect control and ±100 the full control effect; nearly all actives have a fitted effect of over 50% in size
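T. brucei PYK with substrate was exposed to pin-transferred compounds across a concentration series, then started with 130 uM ADP (final). After 45 min at room temperature, Kinase-Glo Plus luminescence was read, normalized and curve-fitted.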
* hit, by the source's call; [ ] = another dose, or the depositor's remark. Unless noted, the call rests on the fitted dose curve; in most records, active means well fitted curve in the direction sought with a large enough effect; inconclusive means small, poorly fitted or top-dose-only effect, or another doubt; inactive means no such curve, though single readings can be large; an effect the other way counts as inactive or inconclusive. Not a hit list, and some 22% of all compounds hit somewhere here.

Screening O=[N+]([O-])c1cccc(-n2nnnc2CN2CCCC2)c1 returned Pf growth 48h -23%, LmPK inh 2%, Shiga toxin inh 2, Cycloheximide cs 8, AmpC inh no detg -23%, Pf growth 96h 23% and Tb PYK inh 4%.
For O=C(COc1ccccc1Br)NC1CCCC1 the results were Pf growth 48h 17%, LmPK inh 6%, Shiga toxin inh 78*, Cycloheximide cs 32*, AmpC inh no detg -10%, Pf growth 96h 0% and Tb PYK inh 3%.
`Cc1cccc(OCC(=O)Nc2cc(Cl)ccc2-n2cncn2)c1C` gave Pf growth 48h inconclusive, AmpC inh no detg -26%, Pf growth 96h inconclusive and Tb PYK inh 2%.
`CC(Cn1cnc2ccccc21)C(=O)O` (stereo not given) gave Pf growth 48h -22%, LmPK inh -2%, Shiga toxin inh -2, Cycloheximide cs 1, AmpC inh no detg -6%, Pf growth 96h 10% and Tb PYK inh -3%.
O=C(CCN1C(=O)/C(=C/c2cccs2)SC1=S)Nc1cccc(O)c1 was read as Pf growth 48h 3%, LmPK inh -5%, Shiga toxin inh 5, Cycloheximide cs 4, AmpC inh no detg -55%, Pf growth 96h 3% and Tb PYK inh -2%.
For Cc1ccccc1-n1nc2c(c1NC(=O)c1cc3ccccc3oc1=O)CS(=O)(=O)C2 the results were Pf growth 48h 6%, LmPK inh -1%, Shiga toxin inh -14, Cycloheximide cs -3, AmpC inh no detg -20%, Pf growth 96h 31%[activator] and Tb PYK inh -3%.
Screening O=C(C1=C(O)C(=O)N(CCN2CCOCC2)C1c1ccco1)c1cc2ccccc2o1 (stereo not given) returned Pf growth 48h 13%, LmPK inh -1%, Shiga toxin inh 11, Cycloheximide cs 11, AmpC inh no detg -18%, Pf growth 96h 0% and Tb PYK inh 1%.
For CCOc1ccc(CN(C)C(=O)CNC(=O)Cc2cccc3ccccc23)cc1 the results were Pf growth 48h 4%, LmPK inh -4%, Shiga toxin inh -2, Cycloheximide cs -1, AmpC inh no detg 45%, Pf growth 96h -5% and Tb PYK inh 1%.
`CCOc1ccccc1N1CCN(S(=O)(=O)c2ccc(F)c(F)c2)CC1` gave Pf growth 48h inconclusive, LmPK inh 3%, Shiga toxin inh 18, Cycloheximide cs 8, AmpC inh no detg 5%, Pf growth 96h inconclusive and Tb PYK inh -6%.
For Cc1cccc2c1N(CC(=O)OC(C)C)C(=O)C2=O the results were Pf growth 48h 14%, LmPK inh -2%, Shiga toxin inh 3, Cycloheximide cs 6, AmpC inh no detg -12%, Pf growth 96h 38%[activator] and Tb PYK inh -3%.
For COCCn1c(SCc2ccc(C(=O)OC)o2)nc2ccccc2c1=O the results were Pf growth 48h -28%, LmPK inh -1%, Shiga toxin inh -2, Cycloheximide cs 3, AmpC inh no detg 61%[activator], Pf growth 96h -2% and Tb PYK inh 4%.
Screening COC(=O)c1ccc(OCC2c3cc(OC)c(OC)cc3CCN2C(=O)C2CC2)cc1 (stereo not given) returned Pf growth 48h 12µM*, LmPK inh 1%, Shiga toxin inh 1, Cycloheximide cs 2, AmpC inh no detg 76%[activator], Pf growth 96h inconclusive and Tb PYK inh inconclusive.
Screening O=C(Nc1ccccc1Oc1ccccc1)c1ccccc1F returned Pf growth 48h inconclusive, LmPK inh -5%, Shiga toxin inh -2, Cycloheximide cs -3, AmpC inh no detg -20%, Pf growth 96h -3% and Tb PYK inh 1%.
Screening N#CC1=C2C=CC=CN2CC1=O returned Pf growth 48h 155%[activator], LmPK inh -4%, Shiga toxin inh 111*, Cycloheximide cs 30*, AmpC inh no detg -14%, Pf growth 96h 141%[activator] and Tb PYK inh -8%.
For COc1cc2[nH]c(=S)nc(NCC3CCCO3)c2cc1OC (stereo not given) the results were Pf growth 48h inconclusive, LmPK inh -8%, Shiga toxin inh -20, Cycloheximide cs -2, AmpC inh no detg -6%, Pf growth 96h -2% and Tb PYK inh -11%.
CCOC(=O)c1sc(NC(=O)CSc2n[nH]c(-c3ccc(Cl)cc3Cl)n2)c(C#N)c1C was read as Pf growth 48h 18%, LmPK inh -2%, Shiga toxin inh -14, Cycloheximide cs -2, AmpC inh no detg -34%, Pf growth 96h inconclusive and Tb PYK inh 0%.
`O=C(CC1Nc2ccccc2NC1=O)NCc1cccnc1` (stereo not given) gave Pf growth 48h 24%, LmPK inh 0%, Shiga toxin inh 8, Cycloheximide cs -1, AmpC inh no detg -14%, Pf growth 96h 48%[activator] and Tb PYK inh -9%.
CCS(=O)(=O)N1CCCC(C(=O)NCCN2CCC(Cc3ccccc3)CC2)C1 (stereo not given) was read as Pf growth 48h inconclusive, LmPK inh 4%, Shiga toxin inh -8, Cycloheximide cs -3, AmpC inh no detg 0%, Pf growth 96h 51%[activator] and Tb PYK inh -9%.
`CCOC(=O)CSc1nnc(-c2ccco2)n1-c1ccc(C)cc1` gave Pf growth 48h 10%, LmPK inh 4%, Shiga toxin inh -17, Cycloheximide cs -3, AmpC inh no detg -7%, Pf growth 96h 5% and Tb PYK inh 2%.
Nc1nnc(SCC(=O)NCc2ccc3c(c2)OCO3)s1 was read as Pf growth 48h 4%, LmPK inh 0%, Shiga toxin inh -13, Cycloheximide cs 2, AmpC inh no detg -12% and Tb PYK inh 0%.
For CC1Sc2ccc(S(=O)(=O)CCC(=O)NCc3ccc(Cl)cc3)cc2NC1=O (stereo not given) the results were Pf growth 48h -4%, LmPK inh -2%, Shiga toxin inh -2, Cycloheximide cs -1, AmpC inh no detg -26%, Pf growth 96h inconclusive and Tb PYK inh 3%.
Screening Cc1ccc(/C=C/C(=O)NCc2ccccn2)o1 returned Pf growth 48h 10%, LmPK inh 1%, Shiga toxin inh 11, Cycloheximide cs -2, AmpC inh no detg -26%, Pf growth 96h 51%[activator] and Tb PYK inh inconclusive.
For CSc1nnc(-c2ccccc2Cl)n1N the results were Pf growth 48h 5%, LmPK inh -1%, Shiga toxin inh -16, Cycloheximide cs 9, AmpC inh no detg -11%, Pf growth 96h 10µM* and Tb PYK inh -3%.
For Cc1ccc(S(=O)(=O)N2CC=C(c3ccc(F)cc3)CC2)cc1 the results were Pf growth 48h -11%, LmPK inh 0%, Shiga toxin inh -3, Cycloheximide cs -1, AmpC inh no detg -31%, Pf growth 96h 0% and Tb PYK inh 5%.
For Cc1cc2c3c([nH]c2cc1S(=O)(=O)NCCCOC(C)C)CC(C)(C)CC3=O the results were Pf growth 48h inconclusive, LmPK inh 2%, Shiga toxin inh -8, Cycloheximide cs -1, AmpC inh no detg -23%, Pf growth 96h -6% and Tb PYK inh 4%.
Screening O=C(CSC1=NCCS1)N1CCc2ccccc21 returned Pf growth 48h 134%[activator], LmPK inh -12%, Shiga toxin inh 178*, Cycloheximide cs 41*, AmpC inh no detg -25%, Pf growth 96h inconclusive and Tb PYK inh -5%.
For O=C(O)c1cccc(NC2=C(Cl)C(=O)c3ccccc3C2=O)c1 the results were Pf growth 48h 27%, LmPK inh -19%, Shiga toxin inh 25, Cycloheximide cs 13, AmpC inh no detg -17%, Pf growth 96h -23% and Tb PYK inh -3%.
Screening COC(=O)CSC1=NN1c1cc(C)nc(N)n1 returned Pf growth 48h 6%, LmPK inh 0%, Shiga toxin inh -5, Cycloheximide cs -1, AmpC inh no detg 1%, Pf growth 96h 59%[activator] and Tb PYK inh -4%.
For O=C(CSc1ccc2c(c1)OCCO2)Nc1ccc(Br)cn1 the results were Pf growth 48h 5%, LmPK inh -2%, Shiga toxin inh -5, Cycloheximide cs 9, AmpC inh no detg -44%, Pf growth 96h 24% and Tb PYK inh -11%.
For CCOC(=O)c1cc2occc2n1Cc1c(F)cccc1Cl the results were Pf growth 48h -8%, LmPK inh -3%, Shiga toxin inh -16, Cycloheximide cs -1, AmpC inh no detg -46% and Tb PYK inh -8%.
Cc1noc(C)c1C(=O)Nc1ccccc1N1CCOCC1 was read as Pf growth 48h -10%, AmpC inh no detg -14%, Pf growth 96h -8% and Tb PYK inh -7%.
`Cc1ccc(Cn2cccc(-c3nc4ccccc4s3)c2=O)cc1` gave Pf growth 48h 32%[activator], LmPK inh -1%, Shiga toxin inh 70*, Cycloheximide cs 43*, AmpC inh no detg -5%, Pf growth 96h 77%[activator] and Tb PYK inh -4%.
Cc1cc(OCC(=O)N2CCC(C(=O)O)(c3ccccc3)CC2)c2c(C)cc(=O)oc2c1 was read as Pf growth 48h 12%, LmPK inh -1%, Shiga toxin inh -5, Cycloheximide cs -2, AmpC inh no detg -17%, Pf growth 96h 0% and Tb PYK inh 4%.
CN(/C=C/C(=O)C(F)(F)C(F)(F)F)Cc1ccccc1 was read as Pf growth 48h 19%, LmPK inh 1%, Shiga toxin inh -1, Cycloheximide cs 4, AmpC inh no detg 2% and Pf growth 96h 48%[activator].
`Cc1nn(C)cc1CN(C)Cc1ccc(OCC(O)CN2CCCCC2)cc1` (stereo not given) gave Pf growth 48h inconclusive, LmPK inh 4%, Shiga toxin inh -14, Cycloheximide cs 1, AmpC inh no detg -11%, Pf growth 96h inconclusive and Tb PYK inh 1%.
Screening Cn1c(CNC(=O)c2ccco2)nnc1SCCOc1ccccc1 returned Pf growth 48h 7%, LmPK inh 1%, Shiga toxin inh -7, Cycloheximide cs -2, AmpC inh no detg -8%, Pf growth 96h 1% and Tb PYK inh 0%.

Four compounds picked at random from those above:
For O=C(CSc1ccc2c(c1)OCCO2)Nc1ccc(Br)cn1 the results were Pf growth 48h 5%, LmPK inh -2%, Shiga toxin inh -5, Cycloheximide cs 9, AmpC inh no detg -44%, Pf growth 96h 24% and Tb PYK inh -11%.
Cc1cc(OCC(=O)N2CCC(C(=O)O)(c3ccccc3)CC2)c2c(C)cc(=O)oc2c1 was read as Pf growth 48h 12%, LmPK inh -1%, Shiga toxin inh -5, Cycloheximide cs -2, AmpC inh no detg -17%, Pf growth 96h 0% and Tb PYK inh 4%.
`Cc1nn(C)cc1CN(C)Cc1ccc(OCC(O)CN2CCCCC2)cc1` (stereo not given) gave Pf growth 48h inconclusive, LmPK inh 4%, Shiga toxin inh -14, Cycloheximide cs 1, AmpC inh no detg -11%, Pf growth 96h inconclusive and Tb PYK inh 1%.
Screening O=C(CSC1=NCCS1)N1CCc2ccccc21 returned Pf growth 48h 134%[activator], LmPK inh -12%, Shiga toxin inh 178*, Cycloheximide cs 41*, AmpC inh no detg -25%, Pf growth 96h inconclusive and Tb PYK inh -5%.

Screens from PubChem BioAssay.
